DUSP3 inh – DUSP3 (human) phosphatase inhibition | P51452 | recombinant VHR phosphatase, pNPP absorbance | inhibition, % at 13.3 µM | 290,000 tested, 0.52% active | AID 1654; in the data active means inhibition above about 50%; further: some compounds called inactive have numbers as strong as hits
Target sequence (P51452 whole entry, looked up): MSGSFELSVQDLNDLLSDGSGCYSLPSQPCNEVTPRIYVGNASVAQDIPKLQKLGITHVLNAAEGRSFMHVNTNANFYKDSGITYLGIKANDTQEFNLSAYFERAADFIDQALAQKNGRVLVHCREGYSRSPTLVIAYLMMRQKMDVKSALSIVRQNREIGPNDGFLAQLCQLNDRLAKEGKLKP
MazEF act – MazEF (E. coli) toxin RNase activation; FAM/BHQ RNA-DNA oligo cleavage fluorescence, 5 h; activation, % at 20 µM; 350,000 tested, 0.32% active; AID 504720; in the data active means activation above about 50%
Target sequence (P0AE70 whole entry, looked up): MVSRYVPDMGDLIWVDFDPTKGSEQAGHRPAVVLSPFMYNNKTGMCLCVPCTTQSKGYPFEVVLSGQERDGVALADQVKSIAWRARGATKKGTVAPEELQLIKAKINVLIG
SSB-PriA inh – K. pneumoniae PriA-SSBct interaction inhibition | AlphaScreen SSBct-PriA binding, biotinylated peptide | 430,000 tested, 0.6% active | inhibition, % at 33 µM; in the data active means inhibition mostly above about 37%, no sharp cut-off; inactive means mostly below about 20%;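 further: plate controls were negative control peptide for no effect and reference peptide for full effect; strong numbers were not always called active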
TcdB inh – inhibitors of Clostridioides difficile toxin B glycohydrolase; TcdB glycohydrolase enzymatic assay, plate reader; P18177; inhibition, % at 9.99 µM; 350,000 tested, 0.24% active; in the data active means inhibition above about 10%
BH1578 lux ind – quorum light induction in luxS cqsA deficient V. cholerae; V. cholerae BH1578 lux reporter, luminescence, 6 h; activation, % at 18.7 µM; 350,000 tested, 0.16% active; in the data active means activation mostly above about 9.7%, no sharp cut-off; inconclusive means no clear call, values can overlap the other calls; inactive means mostly below about 3.7%; further: not every result past the cut was called active; inactives centre near 0; reference of the scale not given here
PrPC TRFRET – reduces human prion protein on the cell surface | inhibition, % at 13.8 µM | AID 720596 | cell surface PrPC, TR-FRET read-out | P04156 | 370,000 tested, 0.43% active; in the data active means inhibition above about 24%; further: 0% = median of the test wells and 100% = reference compound wells
Yp Topo-I inh – inhibitors of Yersinia pestis topoisomerase I. Y. pestis Topo-I cleavage product accumulation, plate reader. activity, % at 10 µM. 360,000 tested, 0.064% active. AID 504884; in the data active means activity above about 50%, passing the limit was not always enough; inconclusive means no clear call, values can overlap the other calls; further: inactives centre near 2
CCHF vOTU inh – CCHFV vOTU protease inhibition | 370,000 tested, 0.55% active | AID 651958 | Pep-AMC fluorescence | inhibition, % at 11.5 µM; in the data active means inhibition above about 30%; further: 0% = vehicle wells with enzyme and 100% = no enzyme wells
Rv3671c protease – Rv3671c (M. tuberculosis) protease inhibition. P9WHR9. inhibition, % at 5.96 µM. 320,000 tested, 0.048% active; in the data active means inhibition above about 38%;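 further: extracellular domain of Rv3671c used as enzyme; 0% = enzyme with DMSO and 100% = no enzyme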
Target sequence (P9WHR9 whole entry, looked up, the tested form may be a part): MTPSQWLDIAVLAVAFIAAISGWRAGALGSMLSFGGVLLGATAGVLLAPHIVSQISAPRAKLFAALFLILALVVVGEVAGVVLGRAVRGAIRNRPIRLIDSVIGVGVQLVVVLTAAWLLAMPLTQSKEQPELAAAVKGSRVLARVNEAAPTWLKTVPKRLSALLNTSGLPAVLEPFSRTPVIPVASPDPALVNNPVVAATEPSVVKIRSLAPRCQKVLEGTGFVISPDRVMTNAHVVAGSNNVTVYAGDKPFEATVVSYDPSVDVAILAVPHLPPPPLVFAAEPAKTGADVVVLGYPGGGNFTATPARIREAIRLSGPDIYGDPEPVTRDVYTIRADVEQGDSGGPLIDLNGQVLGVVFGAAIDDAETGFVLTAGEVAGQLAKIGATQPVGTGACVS
3CLpro inhibitor – SARS-CoV 3CLpro protease inhibition; P0C6X7; recombinant SARS-CoV 3CLpro, quenched FRET peptide cleavage; inhibition, % at 6 µM; 290,000 tested, 0.14% active; in the data active means inhibition above about 12%
Numbers without * were called inactive; i = inactive; ? = inconclusive; / = no result given; & = joins results of further samples. The list is partial; rates above refer to the full screens.

SMILES	DUSP3 inh	MazEF act	SSB-PriA inh	TcdB inh	BH1578 lux ind	PrPC TRFRET	Yp Topo-I inh	CCHF vOTU inh	Rv3671c protease	3CLpro inhibitor
CCCOC(=O)C1=C(C)NC2=C(C(=O)C(C(=O)OC)C(C)C2)C1c1ccc(N(CC)CC)cc1 (configuration not stated)	-5	0	14	/	i	1	-5	-20	-3	-1
Cc1noc(C)c1S(=O)(=O)N(C)C[C@H]1Oc2ccc(NC(=O)Cc3ccccc3)cc2C(=O)N([C@H](C)CO)C[C@@H]1C	/	1	-7	1.9	-0.5	-3	9	-8	1	/
CCOc1cc2[nH]c(=O)n(Cc3cccc(OC)c3)c(=O)c2cc1OCC	44	2	-9	/	-0.4	15	-6	1	-1	-5
CCn1cc(C2=NCC(C)O2)c2ccccc21 (configuration not stated)	-32	-1	2	/	-1.2	7	3	-5	8	1
O=C(CCn1nc(-c2ccccc2)ccc1=O)N1CCN(c2ccccc2)CC1	-20	6	-3	0.0	i	-4	24	-12	-11	1
Cc1ccc(C(N)=Nc2ccccc2)cc1	22	14	-6	0.4	-0.6	4	5	-10	-5	2
Cc1c(/C(O)=C2\C(=O)C(=O)N(CCN(C)C)C2c2cccs2)cnn1-c1ccccc1 (configuration not stated)	16	6	/	/	i	-3	6	10	-4	-3
COc1cc(OC)cc(-c2c(C#Cc3ccsc3)c3cc(-c4cccc5[nH]ccc45)ccc3n2C)c1	/	-6	1	0.6	3.8	7	4	9	-5	/
COc1cnc(NS(=O)(=O)c2ccc(N)cc2)nc1	-3	3	3	1.5	-0.1	-1	0	0	85*	1
Cc1ccc(O)c(N=Cc2sc3ccccc3c2Cl)c1	-4	3	31	0.8	-3.1	0	-4	2	1	4
O=C(CN1C(=O)c2ccccc2C1=O)NCC(=O)OCC(=O)c1ccc(Cl)cc1	4	-10	-12	0.4	3.0	-2	-3	-5	14	-5
CCn1c(C2CC(=O)N(c3cc(C)cc(C)c3)C2)nc2ccccc21 (configuration not stated)	23	18	-9	-0.1	i	4	25	0	-3	3
CCOC(=O)c1nc2nc(C)cc(=O)n2[nH]1	-7	-10	-19	/	-0.2	4	-1	-5	3	2
O=C(NCCc1csc(-c2cccnc2)n1)c1ccco1	29	5	9	5.0	-0.6	-1	0	-7	6	-2
CCSc1oc(-c2ccccc2)nc1S(=O)(=O)c1ccccc1	4	-13	-7	0.6	-0.5	3	37	18	-1	0
COc1ccc(OCCSCc2nnc(NC(=O)Nc3ccc(Cl)cc3)s2)cc1	-10	-20	-2	1.3	i	7	-1	8	-7	1
CC1CCN(CC(=O)NCc2ccco2)CC1	42	2	1	1.9	-0.2	-4	-10	-1	-5	5
COc1cc(NC(=O)CSc2nnc(Cn3nnc4ccccc43)n2C)cc(OC)c1	4	8	-8	/	0.3	0	-4	0	8	4
O=C(COc1ccc(F)cc1Br)NCC1(N2CCCCC2)CCCCC1	/	9	-3	0.9	i	-8	-1	5	3	/
CN(C)C(=O)/C(C#N)=C\c1cc(Br)c(Sc2ccc(Cl)cc2)o1	8	11	-4	/	-0.2	/	?	/	-5	1
Fc1ccc(Cn2nnnc2C(c2ccc(Cl)cc2)N2CCSCC2)cc1 (configuration not stated)	6	1	-1	/	-2.9	7	24	4	-9	7
COc1ccc([N+](=O)[O-])cc1NC(=O)c1ccc(CN(c2ccccc2)S(C)(=O)=O)cc1	3	7	-18	/	i	6	24	-9	-15	3
O=C(NC1CCCCCC1)C1CCN(S(=O)(=O)c2ccc(F)cc2)CC1	-4	3	-2	/	-0.3	1	7	-15	2	-3
Cc1ccc(CCN2CC(C(=O)N3CCN(c4ccc(F)cc4)CC3)CC2=O)cc1 (configuration not stated)	41	-1	0	0.7	-0.1	2	39	-6	3	3
COc1ccc(OC)c(C2CC(=O)c3c([nH]c(C(=O)OC(C)C)c3C)C2)c1 (configuration not stated)	4	7	/	1.2	-0.2	7	-2	-2	-8	4
(next part)
SMILES	DUSP3 inh	MazEF act	SSB-PriA inh	TcdB inh	BH1578 lux ind	PrPC TRFRET	Yp Topo-I inh	CCHF vOTU inh	Rv3671c protease	3CLpro inhibitor
CCc1nc(Nc2cccc(OC)c2)c2oc3ccccc3c2n1	20	-2	-14	-3.0	-6.2	5	-8	-2	4	4
CCc1ccc(S(=O)(=O)N2CC(=O)Nc3ccccc32)cc1	-8	7	-8	1.4	i	-4	0	-12	-8	1
Cc1cc(C)c(C#N)c(SCS(=O)Cc2ccccc2)n1 (configuration not stated)	22	4	-4	/	i	0	9	19	6	0
Cc1cc(C)nc(N(C#N)Cc2ccccc2C)n1	17	-5	-4	0.3	0.8	-3	-5	-5	-9	6
COc1ccc(NC(=O)c2sc3nc(N4CCCC4)c4c(c3c2N)CC(C)(C)OC4)cc1	-64	1	-16	2.4	i	15	16	18	5	4
CN(Cc1ccc(F)cc1)C(=O)c1cccc(NS(=O)(=O)c2ccccc2)c1	2	-3	-5	-1.0	2.5	1	19	7	-3	1
CCOc1ccc(C(=O)OCC(=O)N2CCOCC2)cc1OCC	10	1	-7	0.9	-0.1	2	4	-2	-9	0
O=C(N/N=C1/CN2CCC1CC2)c1cc2ccccc2cc1O	27	-4	/	/	-3.8	7	5	6	26	-1
O=C(N/N=C\c1ccncc1)c1ccc(Cl)s1	4	-2	/	0.7	i	-4	-3	17	-8	-12
CCCCCc1c(C)nc(Nc2nc(C)c3cc(OC)ccc3n2)[nH]c1=O	19	-65	0	/	0.6	2	?	8	6	-6
CC(C)CCNC(=O)CSc1nc2ccsc2c(=O)n1NC(=O)c1ccccc1	14	4	-16	/	i	-2	0	-3	6	4
Cc1ccc(P(=O)(O)c2ccc(C)cc2)cc1	30	-4	-1	/	-0.4	-1	8	0	1	-3
CCOC(=O)c1c(C)[nH]c(C)c1S(=O)(=O)NCCc1ccc(SC)cc1	-5	7	-1	1.2	-0.9	12	24	12	-1	6
Cc1ccc(C(=O)OCC(=O)NCCNC(=O)COC(=O)c2ccc(C)s2)s1	/	2	-11	0.9	12	3	1	-10	2	/
CCN(CC)CCN(C(=O)c1ccc2c(c1)CCCC2)c1nc2cc(OC)c(OC)cc2s1	19	17	26&1	/	i	/	7	/	0	3
CC(C(=O)c1ccccc1)C(O)c1ccccn1 (configuration not stated)	/	-11	-8	-1.8	i	9	-4	-5	/	/
Cc1ccc(-c2nn(-c3ccccc3)cc2CO)cc1	14	-6	-10	0.8	i	-4	6	-13	-12	-3
NC(=O)NC(=O)c1nccnc1C(=O)O	22	9	-8	0.8	-0.6	0	9	-5	-7	1
COc1ccc(-c2c(C)oc3c(CN4CCN(CCO)CC4)c(O)ccc3c2=O)cc1OC	10	0	-2	/	1.1	4	-7	-14	3	-3
O=C(COC(=O)c1cccs1)Nc1ccccc1	2	-17	3	0.5	-7.1	-5	-8	7	1	5
O=C(Nc1ccc(Cl)cc1)/C(=C/c1cccc(O)c1)c1nc2ccccc2s1	5	13	6	1.7	-0.4	16	2	6	-53	1
COCCNCCCCOc1ccc(Br)cc1C	5	-8	-7	/	-0.1	8	-1	1	2	2
Cc1[nH]c2ccccc2c1/C=N/NC(=O)c1cccs1	9	9	/	5.6	-0.3	-7	-29	20	3	1
N#CC1=C(N)Oc2cc(O)ccc2C1c1cccs1 (configuration not stated)	11	12	5	/	-0.8	-9	-8	10	0	-3
Cc1ccc(NC(=O)CCNC(=O)c2ccco2)cc1F	9	7	-4	1.4	-0.1	-1	-13	-8	5	1
Going on with the list.
SMILES	DUSP3 inh	MazEF act	SSB-PriA inh	TcdB inh	BH1578 lux ind	PrPC TRFRET	Yp Topo-I inh	CCHF vOTU inh	Rv3671c protease	3CLpro inhibitor
NC(=S)N=Nc1c(O)n(CCCl)c2ccc(Br)cc12	17	11	9	-0.9	-2.4	-22	-9	20	3	-2
CCCn1c(SCC(=O)Nc2sc(C)c(C)c2C(=O)OCC)nc2c1c(=O)n(C)c(=O)n2C	-4	1	-9	/	-0.2	0	7	-9	-6	4
COc1cccc(NC(=S)C(C#N)=C2N(C)c3ccccc3N2C)c1	26	2	2	0.7	i	-2	9	-10	4	-1
CC(CCc1ccccc1)NC(=O)COC(=O)c1ccc(NC(=O)CC#N)cc1 (configuration not stated)	/	0	-6	0.1	-0.4	2	3	-3	-115	-2
Cc1cc(C)c(C#N)c(SCC(=O)c2ccc(Cl)cc2Cl)n1	42	-30	-3	-0.1	i	0	7	-10	-6	0
CC(C)CCN(C(=O)C1CCCC1)c1c(N)n(Cc2ccccc2)c(=O)[nH]c1=O	/	0	-10	0.5	-0.2	-4	8	10	-8	/
CC(Oc1ccc2c(c1)oc(=O)c1ccccc12)C(=O)NC(Cc1c[nH]c2ccc(O)cc12)C(=O)O (configuration not stated)	-8	-4	-7	-0.1	-0.6	-5	-2	10	-5	7
CCOC(=O)C1=C(c2ccccc2)Nc2ncnn2C1c1ccc(C(=O)O)cc1 (configuration not stated)	40	6	-18	1.1	-0.4	-3	4	2	8	-4
O=C(O)c1ccc(NC(=O)c2ccc(COc3ccc(Cl)cc3)o2)cc1	-28	-7	-5	-0.4	-0.5	6	11	20	/	1
CC(C)[C@@H]1NC(=O)c2cc([N+](=O)[O-])cc(I)c2NCCC[C@@H](C(=O)NC(CC(=O)O)C(N)=O)NC(=O)[C@H](CO)NC1=O (some centres not stated)	8	-8	-8	/	-0.3	0	-4	1	-7	-4
COc1ccc(Cc2nnc(NC(=O)C3CC(=O)N(c4ccccc4)C3)s2)cc1OC (configuration not stated)	58*	-9	-3	1.1	-0.4	6	20	15	-4	-1
COCC1CCN(Cc2cn(Cc3ccccc3)nc2-c2cc3ccccc3o2)CC1	-10	1	-2	0.9	-0.1	0	0	1	-6	1
Cc1c(C(=O)NCc2ccc(F)cc2)c(-c2ccccc2)nn1-c1ccccc1	37	-2	8	/	i	4	4	-3	-1	3
COc1ccc(CN2C(=O)CC(C(=O)NCCc3ccc(S(N)(=O)=O)cc3)SC2=Nc2ccccc2)cc1 (configuration not stated)	32	-11	0	-0.1	-1.8	-1	14	1	-16	7
COc1ccc(C)cc1NC(=O)COC(=O)c1ccccc1SCC(=O)N1CCCC1	/	-6	6	-0.2	-1.4	2	-2	7	1	/
Cc1nn(CCOc2ccccc2Cl)c(C)c1[N+](=O)[O-]	-12	6	3	-2.1	-5.6	-4	7	-3	2	2
CN(CC(=O)NC(c1ccccc1)c1ccccc1)Cc1nc2ccccc2c(=O)[nH]1	12	-5	-6	/	-0.2	5	14	12	-8	3
C=C1c2cc(CC)ccc2NC(=O)N1c1ccc(C)cc1	-2	-10	-15	0.7	-0.3	-1	1	2	3	1
O=C(c1cccs1)N1C[C@H](n2cc(-c3ccc(F)cc3)nn2)[C@@H](O)C[C@@H]1c1ccc(Cl)cc1	/	3	/	0.7	-0.8	-2	3	-2	/	/
NS(=O)(=O)c1ccc(CNC(=O)Cn2nc(C(F)F)cc2C(F)F)cc1	/	2	-4	-0.4	i	7	4	3	1	/
CCc1ccccc1-n1cnc2cc(C(=O)O)ccc21	25	5	-14	/	-3.0	1	-5	11	-5	1
CCOC(=O)CN(c1ccccn1)S(=O)(=O)c1ccc(OC)cc1	22	-9	-5	-0.3	-0.6	4	4	-6	-3	-3
CCCCCn1c(=O)[nH]c2cc(C(=O)NCc3ccc4c(c3)OCO4)ccc2c1=O	29	-9	-4	/	i	3	15	-6	-7	-1

Three compounds drawn at random from the list so far:
SMILES	DUSP3 inh	MazEF act	SSB-PriA inh	TcdB inh	BH1578 lux ind	PrPC TRFRET	Yp Topo-I inh	CCHF vOTU inh	Rv3671c protease	3CLpro inhibitor
C=C1c2cc(CC)ccc2NC(=O)N1c1ccc(C)cc1	-2	-10	-15	0.7	-0.3	-1	1	2	3	1
COc1ccc(CN2C(=O)CC(C(=O)NCCc3ccc(S(N)(=O)=O)cc3)SC2=Nc2ccccc2)cc1 (configuration not stated)	32	-11	0	-0.1	-1.8	-1	14	1	-16	7
CC(CCc1ccccc1)NC(=O)COC(=O)c1ccc(NC(=O)CC#N)cc1 (configuration not stated)	/	0	-6	0.1	-0.4	2	3	-3	-115	-2

Assay outcomes: PubChem BioAssay, several laboratories
